Bioassay records (PubChem BioAssay)
SV40 large T antigen: SV40 large T antigen inhibitors, biochemical (AID 1903). SV40 large T antigen ATPase/helicase inhibition assay; higher % means a stronger effect. one-dose inhibition, % at 20 µM; IC50 in µM for titrated hits. 310,000 compounds, 0.39% hits; in the data active means a potency from the dose series; inconclusive means inhibition mostly from about 32% at the one dose, without a potency; inactive means the rest, 99 in 100 with inhibition below about 32%; further: strong numbers were not always called active
West Nile antiviral: West Nile virus antiviral activity, cell-based, CPE readout (AID 1621). 290,000 compounds, 0.02% hits. one-dose CPE inhibition, % at 10 µM; IC50 in µM for titrated hits. West Nile virus-infected cells, CPE inhibition; higher % means a stronger effect; in the data active means a potency from the dose series; inconclusive means CPE inhibition mostly from about 3.7% at the one dose, without a potency; inactive means the rest, 99 in 100 with CPE inhibition below about 2.2%; further: strong numbers were not always called active
WT yeast gro inh: growth inhibition of WT strain, primary screen, mitochondrial fusion inhibitor project, WT and mutant strains, chemical genetic | inhibition, % at 10 µM | 190,000 compounds, 2.1% hits | mitochondrial fusion phenotypic screen | AID 1362, 2008; in the data active means inhibition above about 58%; tested in S. cerevisiae
bCat nuc transl: modulators of beta-catenin nuclear translocation, primary screen, imaging, HeLa cells, immunofluorescence, high-content | 190,000 compounds, 0.3% hits | nuclear translocation activity, % at 5 µM;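 active means nuclear translocation activity above 50% at 5 µM, with a well cell count of 50 or more; inconclusive means wells under 50 cells across six images, flagged as toxic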;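 further: per-cell ratio of nuclear to cytoplasmic median beta-catenin stain intensity; plate controls were DMSO negative control for no effect and GSK-3 inhibitor IX positive control for full effect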
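Technique: fluorescence imaging of beta-catenin antibody stain plus DAPI / Material: human HeLa cell line / Incubation: compound treatment 24 h, 37°C, 5% CO2 / Read-out basis: % activation of per-cell nuclear versus cytoplasmic median beta-catenin signal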
T cell modulator: modulators of CD8 T cell-vesicle binding, primary screen, mouse 2C CD8+ T cells, flow cytometry; AID 2052, 2009; calls only at 7 µM; 330,000 compounds, 0.068% hits; 2C CD8+ T cell-vesicle binding; hits give low values;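 active means response, share of CD8 T cells binding vesicles, and their 90th percentile fluorescence all below set limits, cut at about 80% in these data, passing the limit was not always enough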
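Also added: QL9-peptide-loaded Drosophila micro-vesicles bearing Ld, ICAM-1 and B7-1; Test system: purified 2C TCR transgenic mouse naive CD8+ T cells; Measured by: cytometric PE anti-B7-1 and Alexa647 anti-CD8 signals after 1% paraformaldehyde fixation; Timing: binding step 1.5 h, 37 °C, antibody labelling 20 min, ice.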
RSV antiviral HEp-2: RSV antiviral activity via CPE protection, HEp-2 cells, primary 10 µM value included (AID 2391); 310,000 compounds, 0.13% hits; one-dose CPE inhibition, % at 10 µM; IC50 in µM for titrated hits; HEp-2 cells, RSV-induced CPE inhibition; higher % means a stronger effect; in the data active means a potency from the dose series; inconclusive means CPE inhibition mostly from about 23% at the one dose, without a potency; inactive means the rest, 99 in 100 with CPE inhibition below about 21%; further: strong numbers were not always called active
Rac1 GTP hydrolysis: MgcRacGAP GTPase-activating activity inhibitors, confirmation, biochemical, ADP Hunter fluorescence; MgcRacGAP-stimulated Rac1 GTP hydrolysis, ADP Hunter fluorescence; higher % means a stronger effect; GST-tagged Rac1 F28L mutant substrate; one-dose inhibition, % at 30 µM; IC50 in µM for titrated hits; 340,000 compounds, 0.6% hits;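 active means first-screen hits whose inhibition reached a set limit at any dose in the follow-up dose series; inconclusive means inhibition above the set first-screen limit but never retested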;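 further: fluorescence reports GDP produced by GAP-driven GTP hydrolysis; strong numbers were not always called active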
Myeloid diff MLP: induction of myeloid progenitor differentiation, primary screen, cell-based, flow cytometry, MLPCN library. calls only at 10 µM. AID 624256, 2012. ER-HoxA9 myeloid progenitors, lysozyme-GFP differentiation. 360,000 compounds, 1% hits;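 active means normalized GFP-positive differentiation at or above the plate's own cutoff, the solvent-only control mean plus 3 SD; inconclusive means no clear call, values can overlap the other calls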;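 further: cells exposed to compound for four days before flow analysis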
PhoP inhibition: inhibitors of PhoP regulon expression, primary screen, Salmonella Typhimurium, GFP reporter (AID 1863) | inhibition, % at 50 µM; hits with a dose series show IC50 in µM | 300,000 compounds, 0.16% hits | S. Typhimurium PhoP-regulated promoter GFP reporter, 4 h; higher % means a stronger effect;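 active means inhibition over 29.93%, a cutoff 3 SD above the screen mean, later confirmed by dose response; inconclusive means inhibition over 29.93% but no dose response follow-up; inactive means inhibition at most 29.93% or unconfirmed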;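 further: 0% = low Mg2+ inducing control and 100% = high Mg2+ repressing control; strong numbers were not always called active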
WT yeast gro inh mutant strain: recorded beside WT yeast gro inh, whose call it bears; inhibition, %; mitochondrial fusion phenotypic screen, mutant strain inhibition
bCat nuc transl cell count 5 µM: also measured in bCat nuc transl; calls as there; cell count; measured here: cell count, cytotoxicity flag
T cell modulator vesicle-bound %: second read-out of T cell modulator, no call of its own (marks repeat the call); double positive events, %; measured here: CD8+ vesicle-bound cell fraction;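 binding gate set so that unloaded-vesicle control wells show 10% double positive cells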
Myeloid diff MLP GFP+ MAC1+ %: further read-out of Myeloid diff MLP, marked with its call; GFP+ MAC1+ double positive, %; measured here: differentiation confirmed by MAC1 staining
Active calls of the source: *; i = inactive; ? = inconclusive; / = not tested or not shown; + = active, no number. An unsorted share of the library; overall some 3.6% were active at least once.

#	SMILES	SV40 large T antigen	West Nile antiviral	WT yeast gro inh	WT yeast gro inh mutant strain	bCat nuc transl	bCat nuc transl cell count 5 µM	T cell modulator
1	CCn1nc(C)c(CNC(=O)C2CCC(=O)N(CCc3ccc(OC)cc3)C2)c1C (centres undefined)	10%	1.1%	/	/	/	/	i
2	Cc1ccc(C(=O)O/N=C(\N)c2ccccn2)c(C)c1	9%	-0.6%	/	/	/	/	i
3	CCOc1ccccc1N1C(=O)CC(Sc2n[nH]c(-c3ccccc3)n2)C1=O (centres undefined)	30%	-0.5%	-9	-5	-4.2	1099	i
4	CN1CCN(c2ccc(NC(=O)c3ccc([N+](=O)[O-])o3)cc2Cl)CC1	23%	-1.5%	/	/	/	/	i
5	CCCCCN(C(=O)CCC(=O)OCc1ccccc1Cl)c1c(N)n(CCCC)c(=O)[nH]c1=O	-14%	-0.1%	/	/	/	/	i
6	C=C1CCN([C@@H](CC(C)C)C(=O)NCCC(C)C)S(=O)(=O)c2ccccc21	-5%	0.4%	/	/	/	/	i
7	COc1cc(NC(=O)C2CC(=O)NC3=C2C(=O)CCC3)cc(OC)c1 (centres undefined)	8%	0.0%	22	-59	/	/	i
8	COc1cc2nc(C3CCC3)n(N)c(=O)c2cc1OC	11%	-0.3%	/	/	/	/	i
9	CN(CC(=O)NCC1CCCCC1)S(=O)(=O)c1ccc(Cl)cc1	4%	-0.2%	/	/	/	/	i
10	S=c1[nH]nc(CSCc2ccccc2Cl)n1C1CCCCC1	-1%	-1.1%	74*	45*	-5.7	1044	/
11	CC1(C)NC(=O)N(CC(O)CN2CCCCC2)C1=O (centres undefined)	18%	0.1%	10	21	-0.9	1063	i
12	COc1ccc(CCNC(=O)C23CN(Cc4ccccc4)CC2C(c2cccc([N+](=O)[O-])c2)=NO3)cc1 (centres undefined)	6%	0.4%	17	2	-2.0	990	i
13	Cc1ccc(N2CCN(C(=O)CCc3nc4ccccc4[nH]3)CC2)c(C)c1	6%	-0.5%	16	10	/	/	i
14	O=C(/C=C/c1cccc([N+](=O)[O-])c1)NCCSCc1ccccc1Cl	6%	-0.3%	39	23	1.2	1132	i
15	CC(N=C1NS(=O)(=O)c2ccccc21)C(=O)N1CCc2ccccc2C1 (centres undefined)	11%	-0.2%	0	-6	-0.3	1141	i

#	T cell modulator vesicle-bound %	RSV antiviral HEp-2	Rac1 GTP hydrolysis	Myeloid diff MLP	Myeloid diff MLP GFP+ MAC1+ %	PhoP inhibition
1	60	0.8%	5%	i	1.5	1%
2	64	?	11%	i	0.4	-4%
3	38	-3.5%	15%	i	0.2	-8%
4	15	-2.3%	9%	?	/	13%
5	66	-0.9%	5%	i	0.6	0%
6	54	-1.8%	5%	i	2.2	/
7	17	10%	6%	i	0.7	7%
8	56	2.8%	7%	i	0.4	0%
9	30	0.4%	7%	i	0.8	2%
10	/	/	-2%	i	1.4	-13%
11	35	0.0%	5%	i	2.4	-5%
12	40	3.2%	4%	i	0.6	5%
13	36	24%	8%	i	4.1	9%
14	48	42%	6%	i	0.4	4%
15	50	4.6%	0%	i	0.9	0%

Additional results follow:
#	SMILES	SV40 large T antigen	West Nile antiviral	WT yeast gro inh	WT yeast gro inh mutant strain	bCat nuc transl	bCat nuc transl cell count 5 µM	T cell modulator
16	CCC(C)(C)NC(=O)Cc1ccc(OC)c(OC)c1	18%	-0.4%	-19	5	/	/	i
17	O=C(c1ccc(Cl)c([N+](=O)[O-])c1)N(Cc1ccco1)C1CCS(=O)(=O)C1 (centres undefined)	0%	0.2%	/	/	/	/	i
18	COc1ccc(Nc2cc(C)nc3ccc(OC)cc23)cc1	1%	-2.2%	/	/	/	/	i
19	O=C(NCCCn1ccnc1)C1CC(c2cccc(Br)c2)=NO1 (centres undefined)	9%	-0.7%	-10	-9	/	/	i
20	COc1ccc(NC(=O)C(OC(=O)c2ccc([N+](=O)[O-])o2)c2ccccc2)cc1Cl (centres undefined)	-12%	-0.8%	5	-5	-1.6	1109	i
21	CC(=O)C1=C(O)C(=O)N(Cc2ccco2)C1c1ccc(F)cc1 (centres undefined)	18%	0.1%	-6	-19	-1.6	1070	i
22	COc1cc(C#N)ccc1OCC(=O)Nc1ccc(C)c(S(=O)(=O)N2CCOCC2)c1	9%	-1.1%	-2	6	-4.2	1120	i
23	Cc1ccc(S(=O)(=O)Nc2nc3n(n2)C(c2ccc(Cl)cc2)CC(=O)N3)cc1 (centres undefined)	4%	0.6%	1	5	-2.3	1416	i
24	CC(=O)Nc1ccccc1OCC(=O)NCCc1ccc(Cl)cc1Cl	-1%	-0.9%	-12	-1	-0.6	1075	i
25	O=C(Nc1ccc(-c2csc(Nc3cccc(C(F)(F)F)c3)n2)cc1)c1ccccc1	9%	0.9%	/	/	-0.8	1436	i
26	Cc1ccc(NC(=S)NNC(=S)Nc2ccc(C)cc2C)cc1	3%	-0.6%	11	0	52*	473*	i
27	CC1(CCc2ccc3c(c2)OCO3)NC(=O)c2ccccc2N1 (centres undefined)	1%	-0.6%	2	-9	6.4	449	i
28	Cc1n[nH]c(=O)nc1NCc1ccco1	3%	-0.1%	-3	7	/	/	i
29	N/C(Cc1cccc2ccccc12)=N\OC(=O)Cc1cccs1	16%	-0.9%	16	-1	1.8	1016	i
30	CCOC(=O)C1=C(O)/C(=C/c2cc(OC)c(O)c(OC)c2)SC1=Nc1ccc(OC)cc1	11%	-0.3%	-17	-29	-0.1	972	/

#	T cell modulator vesicle-bound %	RSV antiviral HEp-2	Rac1 GTP hydrolysis	Myeloid diff MLP	Myeloid diff MLP GFP+ MAC1+ %	PhoP inhibition
16	55	1.2%	8%	i	0.7	-11%
17	7	0.3%	11%	+	3.8*	-11%
18	52	5.8%	13%	/	/	3%
19	20	0.3%	10%	i	0.5	23%
20	1	1.1%	5%	i	0.6	14%
21	13	1.4%	4%	i	0.6	20%
22	23	-0.2%	6%	i	0.6	1%
23	18	1.1%	10%	i	1.1	-5%
24	48	3.8%	2%	i	1.4	-6%
25	26	57%	1%	i	1.5	-6%
26	63	6.8%	18%	i	0.5	-1%
27	44	0.8%	5%	i	2.5	-2%
28	29	-0.9%	9%	i	0.7	-7%
29	9	0.9%	4%	i	0.3	-16%
30	/	/	17%	i	1.5	-1%

Three entries already listed, ordered by length of the SMILES, descending:
#	SMILES	SV40 large T antigen	West Nile antiviral	WT yeast gro inh	WT yeast gro inh mutant strain	bCat nuc transl	bCat nuc transl cell count 5 µM	T cell modulator
30	CCOC(=O)C1=C(O)/C(=C/c2cc(OC)c(O)c(OC)c2)SC1=Nc1ccc(OC)cc1	11%	-0.3%	-17	-29	-0.1	972	/
18	COc1ccc(Nc2cc(C)nc3ccc(OC)cc23)cc1	1%	-2.2%	/	/	/	/	i
16	CCC(C)(C)NC(=O)Cc1ccc(OC)c(OC)c1	18%	-0.4%	-19	5	/	/	i

#	T cell modulator vesicle-bound %	RSV antiviral HEp-2	Rac1 GTP hydrolysis	Myeloid diff MLP	Myeloid diff MLP GFP+ MAC1+ %	PhoP inhibition
30	/	/	17%	i	1.5	-1%
18	52	5.8%	13%	/	/	3%
16	55	1.2%	8%	i	0.7	-11%

Later entries
#	SMILES	SV40 large T antigen	West Nile antiviral	WT yeast gro inh	WT yeast gro inh mutant strain	bCat nuc transl	bCat nuc transl cell count 5 µM	T cell modulator
31	Cc1cnc(NC(=O)c2ccc(OCC3CCCO3)cc2)s1 (centres undefined)	4%	-0.4%	11	16	1.5	1089	i
32	Cc1ccc2c(c1)N(C(=O)CCC(=O)NCc1ccccc1)CC(C)O2 (centres undefined)	/	-0.2%	/	/	/	/	i
33	CC(C)CCn1cnc2c(NCc3ccccc3)ncnc21	8%	0.0%	9	26	/	/	i
34	N#Cc1nc(-c2ccc(OCc3ccc(Cl)cc3)cc2)oc1NCc1cccnc1	16%	-0.4%	-3	-6	-3.3	878	i
35	Cc1ccc(SCC(=O)N/N=C/c2ccco2)cc1	12%	-0.1%	/	/	/	/	i
36	CC(C)CNc1nc(N)c([N+](=O)[O-])c(NCC2CCCO2)n1 (centres undefined)	6%	-0.1%	-4	-11	1.3	523	i
37	O=c1nc2ccccn2c2ccc(S(=O)(=O)N3CCCCC3)cc12	8%	-0.1%	/	/	/	/	i
38	C=CCOc1nc2c(c(=O)n(C)c(=O)n2C)n1C	-1%	0.4%	6	0	-0.8	1105	i
39	CCN1CCN(c2ccc(S(=O)(=O)N3CCCCC3)cc2NC(=O)Cc2ccc(OC)cc2)CC1	1%	1.0%	/	/	/	/	i
40	CCCN1CCN(CCCNC(=O)C2CCN(c3nnc(-n4c(C)ccc4C)s3)CC2)CC1	10%	-0.3%	/	/	/	/	i

#	T cell modulator vesicle-bound %	RSV antiviral HEp-2	Rac1 GTP hydrolysis	Myeloid diff MLP	Myeloid diff MLP GFP+ MAC1+ %	PhoP inhibition
31	62	7.2%	0%	i	1.0	3%
32	50	-0.1%	7%	i	1.7	/
33	31	0.4%	4%	i	0.7	7%
34	22	-0.1%	10%	i	0.5	13%
35	60	0.9%	16%	i	0.4	-2%
36	28	3.6%	-10%	i	1.4	-5%
37	30	1.8%	7%	i	2.2	-1%
38	29	-0.6%	5%	i	3.0	9%
39	7	-0.6%	9%	i	1.1	2%
40	54	0.9%	0%	?	/	-1%
